# CYP2C9 inh: blockers of cytochrome P450 2C9 activity – biochemical, luminescence, ADME assay, primary screen; CYP2C9 Supersomes, luciferin-H conversion; hit rate 20% among 96,000; P11712; inhibition, % at 5 µM;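 active means blocking of liver enzyme CYP2C9 beyond about 50% at 5 µM, limit read from the data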; further: values of inactives mirror those of a sister screen read the other way
# CYP2C9 activ: human CYP2C9 activators, primary screen, biochemical, luminescence | activation factor at 5 µM | hit rate 1.4% among 96,000 | recombinant CYP2C9, luciferin-H conversion; active compounds read high; factor 1 = untreated enzyme, 0 = blocked | AID 1024, 2008;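 active means activation factor of 2 or more for CYP2C9 at a 5 µM dose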;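 further: 0 = sulfaphenazole-blocked wells and 1 = vehicle-only wells; values of inactives mirror those of a sister screen read the other way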
# PostGolgi yeast: phenotypic screen on post-Golgi transport, primary screen; post-Golgi transport phenotypic cell assay; inhibition, % at 10 µM; hit rate 0.9% among 98,000; AID 739, 2007;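 further: yeast cells grown in 1536-well plates; yeast grown about 18 h at 30C before absorbance read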
# DAT uptake mod: changed hDAT dopamine uptake under cocaine IC80, either direction, primary screen, cocaine antagonist project, cell-based, LLC-PK1 hDAT, [14C]-dopamine uptake, MLSMR | Sodium-dependent dopamine transporter (Homo sapiens), Q01959 | LLC-PK1 hDAT cells, [14C]-dopamine uptake with cocaine IC80; actives deviate in either direction | B-score at 10 µM | hit rate 1.3% among 110,000 | AID 449768, 2010;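 active means Z score or B-score, a plate-position-corrected score, falls beyond the plate's 99.7% confidence bounds, in either direction; inactive means both scores lie inside the 99.7% bounds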;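 further: scored against the spread of the other compound wells on the same plate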
# PTK2B oligo ant: antagonists of Pyk2 self-association, primary screen, Q293 cells, FERM NanoBiT luminescence, HTS; Protein-tyrosine kinase 2-beta (Homo sapiens), Q14289; active compounds read low; z-score (the deposit names both 25 µM and 10 µM); hit rate 0.83% among 99,000;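 active means Z-score of -3 or lower, scaled per plate to the spread of control and sample wells; inactive means z-score above -3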;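 further: negative z-score means lost luminescence so less FERM oligomerization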
# Ecoli WT expand: growth inhibitors of wild-type E. coli, primary screen, strain BW25113, expanded library, OD600; OD600 absorbance; growth inhibition, % at 100 µM; hit rate 0.15% among 98,000; AID 710, 2007;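 active means growth inhibition above about 50% at one test dose, limit read from the data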;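 further: growth measured after 20 h incubation at 37 °C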
# PTPN22 act: LYP phosphatase activators, primary screen, biochemical, DiFMUP fluorescence, 2 µM. recombinant LYP; 0 = plate median, 100 = signal doubled. activation, % at 2 µM. hit rate 0.11% among 96,000;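 active means activation at 2 µM above a set limit, the mean plus 5 SD, cut at about 37% in these data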
# Target sequence (Q9Y2R2 whole entry, looked up): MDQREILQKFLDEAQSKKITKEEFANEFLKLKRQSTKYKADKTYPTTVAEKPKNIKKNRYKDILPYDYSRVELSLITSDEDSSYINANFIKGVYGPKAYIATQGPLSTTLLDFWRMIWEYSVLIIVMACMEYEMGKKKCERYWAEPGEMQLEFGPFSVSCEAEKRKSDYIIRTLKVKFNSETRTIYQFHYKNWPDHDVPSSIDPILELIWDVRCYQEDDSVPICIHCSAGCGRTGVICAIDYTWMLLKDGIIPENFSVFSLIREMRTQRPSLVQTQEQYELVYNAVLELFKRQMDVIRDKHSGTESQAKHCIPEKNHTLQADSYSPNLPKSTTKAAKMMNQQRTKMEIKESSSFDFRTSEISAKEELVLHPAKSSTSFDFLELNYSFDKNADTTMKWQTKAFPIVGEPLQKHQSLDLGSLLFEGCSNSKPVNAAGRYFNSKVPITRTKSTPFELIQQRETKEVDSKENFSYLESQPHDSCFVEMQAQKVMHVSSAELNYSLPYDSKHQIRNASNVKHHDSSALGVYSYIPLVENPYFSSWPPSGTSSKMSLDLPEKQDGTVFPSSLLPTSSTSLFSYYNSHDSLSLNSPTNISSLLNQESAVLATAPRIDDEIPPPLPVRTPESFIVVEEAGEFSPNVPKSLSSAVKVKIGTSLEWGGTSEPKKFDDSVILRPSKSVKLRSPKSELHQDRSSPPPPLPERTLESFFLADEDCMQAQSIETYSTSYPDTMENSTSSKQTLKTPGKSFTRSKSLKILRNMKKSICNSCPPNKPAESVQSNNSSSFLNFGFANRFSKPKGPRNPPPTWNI
# LYP inh 2: PTPN22 phosphatase inhibitors, primary screen, biochemical, DiFMUP fluorescence, 2 µM; Tyrosine-protein phosphatase non-receptor type 22 (Homo sapiens), Q9Y2R2; recombinant LYP catalytic domain; inhibition, % at 2 µM; hit rate 0.21% among 96,000; AID 640, 2007;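 active means inhibition at 2 µM at or above a set limit, the screen mean plus 3 SD, cut at about 24% in these data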;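 further: 0% = DMSO with enzyme and 100% = enzyme fully blocked by orthovanadate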
# PostGolgi ctrl: growth inhibition of yeast control strain, primary screen, counter-screen for post-Golgi transport modulator project | efflux-deficient yeast background strain, growth absorbance A615, 16 h | inhibition, % at 10 µM | hit rate 5% among 98,000 | AID 738, 2007
# Starred values were filed as active, the others as inactive; · = not tested or not shown. Unless noted, no stated cut-off is given here; in the data, active means inhibition above about 30%; inactive means the rest.
SMILES,CYP2C9 inh,CYP2C9 activ,PostGolgi yeast,DAT uptake mod,PTK2B oligo ant,Ecoli WT expand,PTPN22 act,LYP inh 2,PostGolgi ctrl
O=C1CC(c2cccc(Cl)c2)Cc2nc(N3CCOCC3)ncc21 (centres undefined),59*,0.4,17,0.013,-0.55,-5,-3,2,-3
Clc1cc(Sc2ccc(Br)cc2)nnc1-c1ccccc1,68*,0.3,-8,-0.42,-2.9,-16,5,-2,65*
CS(=O)(=O)N(CCc1ccccc1)CC(=O)N1CCN(Cc2ccccc2)CC1,·,·,4,1.1,0.88,-6,0,-1,7
Cc1ccc(C(=O)Nc2ccccc2C(=O)NC(CC(=O)O)C(=O)O)cc1 (centres undefined),-19,1.2,-5,-1.9,-0.56,-12,3,-6,0
O=C(CSc1nnc2ccccn12)c1ccc(OC(F)F)cc1OC(F)F,27,0.7,3,-0.023,1.6,7,-2,-1,-3
CC(C)NS(=O)(=O)c1ccc(NC(=O)C2CC3C=CC2C3)cc1 (centres undefined),22,0.8,17,-0.8,1.5,-1,2,2,2
CCOC(=O)CCC(=O)c1c(C)oc2ccc(OC)cc12,15,0.9,-6,-0.78,0.29,0,-1,0,9
O=C(CSc1cccc2cccnc12)NCc1ccco1,-47,1.5,-6,·,1.8,8,16,-16,7
CCOc1ccc2[nH]c(=O)c(CN(CCO)C(=O)c3ccc(F)cc3)cc2c1,23,0.8,18,-0.15,-0.05,-13,-9,7,2
CCC1(C)OC(=O)N2CCc3c(C)[nH]c4c(C)ccc(c34)C21C (centres undefined),70*,0.3,-1,-0.78,·,8,-11,9,32*
CCCC(=O)Nc1nc2ccc(S(N)(=O)=O)cc2s1,10,0.9,-13,0.58,·,5,-10,9,6
OCc1csc(=Nc2ccccc2)n1-c1ccccc1,-2,1,-4,-0.11,-1.2,5,7,-8,11
O=C1CSC(c2cn(-c3ccccc3)nc2-c2cc3ccccc3oc2=O)N1Cc1cccnc1 (centres undefined),42,0.6,19,3.1,-0.94,1,-11,11,-12
CCCCN1C(=S)SC(C)(C)C1/[N+]([O-])=C/c1cccnc1 (centres undefined),31,0.7,1,-0.071,1.1,4,2,1,11
CCC(=O)N(CCC(Cc1ccccc1)c1ccc2c(c1)OCO2)Cc1ccccc1F (centres undefined),96*,0,-1,·,-2.5,7,-20,23,21
Cc1ccccc1NC(=S)NC(=O)CCc1ccccc1,40,0.6,2,1.9,-0.01,5,-5,9,4
CCOc1ccc(N2C(=O)CC(N3CCN(C4CCc5ccccc5C4)CC3)C2=O)cc1 (centres undefined),-6,1.1,5,1.6,0.26,4,0,-2,12
CCOc1ccc(C(=O)NC2CCN(C(=O)N3CCCC3)CC2)cc1,·,·,·,-0.13,-0.63,·,6,-8,·
COc1ccc2c(Cl)c(C(=O)N/N=C/c3ccc4c(c3)OCO4)sc2c1,-12,1.1,-13,-0.31,-0.18,3,-7,9,-4
O=C(CCS(=O)(=O)c1cc(Br)cc2c1N(C(=O)C1CC1)CC2)NCc1ccco1,45,0.5,-6,-0.78,0.64,-4,·,·,0
CC(C)c1ccc(NC(=O)c2cccnc2)cc1,14,0.9,2,-0.65,-1.2,7,0,1,7
Cc1cc(NC(=O)c2cccc3ccccc23)cc(C)c1OCC(=O)N1CCOCC1,26,0.7,-8,1.8,0.25,-9,-8,9,-6
O=C(O)CCCC(=O)Nc1ccc(Cl)c(Cl)c1,-13,1.1,-5,-0.078,-0.01,-9,4,-2,-1
CC(=O)N1CCc2cc(C(=O)CN3CCCN(Cc4ccc(F)cc4)C3)ccc21,49,0.5,5,0.014,·,10,2,-3,-8
CC(=NCCCn1ccnc1)c1c(O)n(Cc2ccccc2)c(=O)[nH]c1=O,78*,0.2,10,0.059,-0.15,4,-2,5,9
O=C(CN(C(=O)CCNC(=O)c1ccco1)c1ccccc1)NC1CCCC1,24,0.8,11,-0.068,1.4,3,2,-4,-4
Nc1ncc2c(n1)CC(c1ccco1)CC2=O (centres undefined),-2,1,0,-0.28,0.54,7,-7,10,3
Cc1ccc(C2CC(=O)NC(SCC(=O)Nc3nccs3)=C2C#N)cc1 (centres undefined),65*,0.3,2,-0.86,-0.68,-4,4,-7,17
O=C(CCN1Cc2ccccc2C1)c1ccc2c(c1)OCCO2,52*,0.5,-7,-0.84,-0.72,10,0,0,7
CCOC(=O)c1c(NC(=O)Cc2cccs2)sc(C(=O)N2CCCCC2)c1C,65*,0.3,3,0.83,-0.84,1,-4,8,4
CCn1cc([N+](=O)[O-])c(C(=O)N2N=C3/C(=C/c4cccs4)CCCC3C2c2cccs2)n1 (centres undefined),·,·,·,1.3,-1.5,·,10,-8,·
COc1ccc(C)cc1S(=O)(=O)Nc1cccc(SC)c1,22,0.8,5,-0.46,0.65,4,-10,6,20
COc1ccc(C2CC(c3ccccc3)=NN2c2ccc(/C=N/NC(=O)c3ccncc3)cc2)cc1 (centres undefined),56*,0.4,5,0.19,-0.38,-18,8,-4,10
O=C(Nc1nsc(-c2ccccc2)n1)c1cccs1,75*,0.3,5,0.019,-0.98,5,6,-8,-1
CCN(Cc1nc2ccccc2c(=O)[nH]1)Cc1cc(=O)oc2cc(OC)ccc12,52*,0.5,1,-0.61,0.75,4,4,-3,3
CCOc1cccc(C(=O)Nc2nnc(-c3cccs3)s2)c1,-32,1.3,8,0.44,0.41,-13,4,-3,2
COc1ccc2[nH]c(C)c(C(=O)CN(C)C)c2c1,-9,1.1,12,-0.049,0.16,9,0,0,12
CC(C)[C@@H]1NC(=O)N(c2ccc(Oc3ccccc3)cc2)C1=O,-4,1,2,0.3,-0.63,2,3,-3,15
O=C(Cn1[nH]c(=O)c2ccccc2c1=O)NCc1cccnc1,63*,0.4,1,-0.35,0.04,3,-7,4,6
O=C(NCc1ccco1)/C(=C/c1cccnc1)NC(=O)c1cccc(Br)c1,-1,1,-1,0.35,0,7,-1,6,-5
O=c1ccc(Oc2nc(N3CCOCC3)nc(N3CCOCC3)n2)n[nH]1,-3,1,2,0.6,0.89,6,6,-3,4
N#Cc1cnn(-c2nc3sc4c(c3c(=O)[nH]2)CCCC4)c1N,10,0.9,14,·,0.23,-11,-7,12,18
Cc1ccccc1NC(=O)/C(=C/c1ccccc1)c1ccccc1,26,0.7,-3,1.1,-1.7,1,-1,5,31*
O=C1c2ccccc2N2C(=O)c3ccccc3[C@H]2N1c1ccccc1,23,0.8,-5,-2.7*,-0.08,2,2,-2,4
COc1ccc(O)c(C(=O)c2cc(C#N)c(=O)n(CCN3CCOCC3)c2)c1,9,0.9,-4,1.6,2.3,2,-1,-1,-4
O=C(Nc1ccccc1)N1CCCCC1c1cccnc1 (centres undefined),-16,1.2,2,0.48,0.43,-11,2,-6,15
COc1cccc(-n2c(SC)nnc2-c2cnccn2)c1,·,·,-1,-0.36,0.94,3,-6,7,-2
O=C(Nc1cccc(-c2cn3cccnc3n2)c1)c1ccc2c(c1)OCO2,60*,0.4,3,-1.3,-1.3,4,-9,9,14
CC(C)(C)NC(=O)COC(=O)c1cc(F)c(F)cc1Cl,1,1,-6,-1.6,1.7,11,7,-7,3
C=CCSc1nnc(-c2ccccc2NC(C)=O)c(=O)[nH]1,·,·,2,-0.48,-0.84,-4,-9,6,2
CCN1CCN(C(=O)c2ccc(Cl)c(S(=O)(=O)N3CCOCC3)c2)CC1,28,0.7,6,-0.5,-0.88,5,2,0,1
CN(C)c1ccc(C(=O)c2ccccc2C(=O)O)c(O)c1,2,1,0,-1.6,0.85,2,·,·,7
Cc1oc(/N=C/c2ccc(Cl)cc2Cl)c(C#N)c1C,27,0.7,4,-0.6,2.1,-5,·,·,3
N#CC1(c2nc3ccccc3[nH]2)CC1c1ccc2c(c1)OCO2 (centres undefined),64*,0.4,10,0.32,-0.51,-14,2,-4,-9
COc1ccc(C(=O)NCc2ccc(C)cc2)cc1S(=O)(=O)N1CCCc2ccccc21,74*,0.3,4,1.1,-0.49,-16,0,-2,23
Nc1ncnc2nc(SCc3ccc(Cl)cc3Cl)[nH]c12,59*,0.4,-5,·,0.24,-2,2,-3,18
Cc1ccc(OCCCCn2ccnc2)c(Cl)c1,98*,0,0,-0.24,-0.4,22,5,-5,2
NC(=S)NNc1cccc(Cl)c1,10,0.9,3,0.25,0.38,11,-6,8,6
CCCCN(CCCC)CP(=O)(c1ccccc1)c1ccccc1,20,0.8,16,-1.2,0.59,6,-6,5,16
COc1ccc(/C=N/c2c(-c3ccco3)nc3ccccn23)cc1OC,19,0.8,-14,0.89,0.78,-5,-6,11,11
O=C(Nc1ccccc1)C1=C(O)CC(c2ccco2)CC1=Nc1ccccc1 (centres undefined),-11,1.1,69*,-0.26,0.11,-1,10,-11,31*
CC(C)(C)c1cc(C(=O)O)c(CN2CCCCC2)o1,2,1,5,-0.8,0.49,1,1,-3,1
CCOC(=O)C1=C(C)Nc2nc(SC)nn2C1c1ccc(C(=O)OC)cc1 (centres undefined),18,0.8,-5,-0.0079,-0.07,-8,1,-3,16

# Shown with values under each structure: 14 of the compounds above.
# Second line of a record: CYP2C9 inh | CYP2C9 activ | PostGolgi yeast | DAT uptake mod | PTK2B oligo ant | Ecoli WT expand | PTPN22 act | LYP inh 2 | PostGolgi ctrl
- CC(C)(C)NC(=O)COC(=O)c1cc(F)c(F)cc1Cl
  1 | 1 | -6 | -1.6 | 1.7 | 11 | 7 | -7 | 3
- C=CCSc1nnc(-c2ccccc2NC(C)=O)c(=O)[nH]1
  · | · | 2 | -0.48 | -0.84 | -4 | -9 | 6 | 2
- CCN1CCN(C(=O)c2ccc(Cl)c(S(=O)(=O)N3CCOCC3)c2)CC1
  28 | 0.7 | 6 | -0.5 | -0.88 | 5 | 2 | 0 | 1
- CN(C)c1ccc(C(=O)c2ccccc2C(=O)O)c(O)c1
  2 | 1 | 0 | -1.6 | 0.85 | 2 | · | · | 7
- Cc1oc(/N=C/c2ccc(Cl)cc2Cl)c(C#N)c1C
  27 | 0.7 | 4 | -0.6 | 2.1 | -5 | · | · | 3
- N#CC1(c2nc3ccccc3[nH]2)CC1c1ccc2c(c1)OCO2 (centres undefined)
  64* | 0.4 | 10 | 0.32 | -0.51 | -14 | 2 | -4 | -9
- COc1ccc(C(=O)NCc2ccc(C)cc2)cc1S(=O)(=O)N1CCCc2ccccc21
  74* | 0.3 | 4 | 1.1 | -0.49 | -16 | 0 | -2 | 23
- Nc1ncnc2nc(SCc3ccc(Cl)cc3Cl)[nH]c12
  59* | 0.4 | -5 | · | 0.24 | -2 | 2 | -3 | 18
- Cc1ccc(OCCCCn2ccnc2)c(Cl)c1
  98* | 0 | 0 | -0.24 | -0.4 | 22 | 5 | -5 | 2
- NC(=S)NNc1cccc(Cl)c1
  10 | 0.9 | 3 | 0.25 | 0.38 | 11 | -6 | 8 | 6
- CCCCN(CCCC)CP(=O)(c1ccccc1)c1ccccc1
  20 | 0.8 | 16 | -1.2 | 0.59 | 6 | -6 | 5 | 16
- COc1ccc(/C=N/c2c(-c3ccco3)nc3ccccn23)cc1OC
  19 | 0.8 | -14 | 0.89 | 0.78 | -5 | -6 | 11 | 11
- O=C(Nc1ccccc1)C1=C(O)CC(c2ccco2)CC1=Nc1ccccc1 (centres undefined)
  -11 | 1.1 | 69* | -0.26 | 0.11 | -1 | 10 | -11 | 31*
- CC(C)(C)c1cc(C(=O)O)c(CN2CCCCC2)o1
  2 | 1 | 5 | -0.8 | 0.49 | 1 | 1 | -3 | 1

# Screening results (PubChem BioAssay)
